From PubChem
PfHsp90 set2 = inhibits growth of yeast expressing Plasmodium falciparum Hsp90. S. cerevisiae expressing PfHsp90, BacTiter-Glo ATP, 48 h; yeast lacking PDR1 and PDR3 efflux regulators. inhibition, % at 9.4 µM. 310,000 compounds, 0.32% hits;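 active means every replicate shows inhibition above about 80%, whatever the replicate mean, limit read from the data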;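 further: 0% = DMSO neutral controls and 100% = 20 µM radicicol positive controls; yeast relying on Plasmodium falciparum Hsp90 in place of its own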
Ecoli viability = counter-screen for AddAB inhibitors: E. coli growth inhibition | AID 449728 | 330,000 compounds, 0.27% hits | E. coli V3065 growth, OD600 absorbance, 18 h | inhibition, % at 11.9 µM;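 active means inhibition above the campaign's mean inhibition across all tested compounds plus 3 SD, cut at about 9.9% in these data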;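 further: uninfected addAB+ strain grown without phage in ampicillin broth; 0% = DMSO wells and 100% = ciprofloxacin 0.95 µg/ml wells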
HTR5A inv ag = counter-screen for OPRM1-OPRD1 inverse agonists: human HTR5A inverse agonism | HTR5A cell line, luminescence | P47898 | inhibition, % at 9.3 µM | 340,000 compounds, 0.083% hits | AID 504634; in the data active means inhibition mostly above about 23%, no sharp cut-off; inactive means mostly below about 18%;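 further: 0% = cells with DMSO and 100% = no-cell wells with DMSO; some compounds called inactive have numbers as strong as hits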
Target sequence (P47898 whole entry, looked up): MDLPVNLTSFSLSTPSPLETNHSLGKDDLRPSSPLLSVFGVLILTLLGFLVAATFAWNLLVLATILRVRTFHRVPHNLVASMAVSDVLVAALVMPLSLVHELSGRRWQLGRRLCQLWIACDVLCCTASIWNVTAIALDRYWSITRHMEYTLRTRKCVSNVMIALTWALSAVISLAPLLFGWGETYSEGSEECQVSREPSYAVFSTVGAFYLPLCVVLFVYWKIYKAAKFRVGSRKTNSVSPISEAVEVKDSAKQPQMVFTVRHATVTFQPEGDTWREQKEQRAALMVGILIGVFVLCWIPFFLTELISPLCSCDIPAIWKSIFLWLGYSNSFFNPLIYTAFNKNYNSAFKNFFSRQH
OPRM1-OPRD1 inv = mu-delta opioid heterodimer inverse agonism; cell-based MOR-DOR heterodimer luminescence; 340,000 compounds, 0.21% hits; inhibition, % at 9.3 µM; P35372+P41143; AID 504357; in the data active means inhibition above about 22%, passing the limit was not always enough;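 further: 0% = cells with DMSO and 100% = wells without cells with DMSO; values of inactives mirror those of a sister screen read the other way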
PKA-R1A act = activators of PKA-R1A complex | P00514+P68181 | activation, % at 11.4 µM | 340,000 compounds, 0.083% hits | PKA-R1A dissociation, Cy5-IP20 fluorescence polarization; scaled: DMSO 0%, 113 µM cGMP 100%;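 active means percent activation above the mean of all tested compounds plus 3 SD, cut at about 19% in these data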;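 further: higher means more PKAc released from R1A so a rise in polarization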
Mot1-301 SUMO = blocks SUMOylation pathway, rescuing yeast Mot1-301 growth | S. cerevisiae Mot1-301 growth rescue, ATP luminescence, 38.5C; percent above DMSO median, 100 means doubled | growth rescue, % at 18.8 µM | 320,000 compounds, 1% hits;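 active means every valid replicate shows activation above 250% relative to neutral control wells; inactive means the rest, any valid replicate at or below 250%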;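 further: OY570 slx delta 5 strain wells were the positive control but not used for scaling; some compounds called inactive have numbers as strong as hits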
HTR5A ag ctr = HTR5A agonism, opioid heterodimer counter-screen; HTR5A agonist assay, luminescence, cell-based; activation, % at 9.3 µM; 340,000 compounds, 0.61% hits; in the data active means activation mostly above about 9.5%, no sharp cut-off; inactive means mostly below about 7.6%;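 further: 0% = cells with vehicle only and 100% = reference agonist; strong numbers were not always called active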
phage Ecoli inh = E. coli growth loss with phage present; growth absorbance; inhibition, % at 11.9 µM; 360,000 compounds, 0.26% hits; AID 651602; in the data active means inhibition above about 11%
AddAB inh = less growth of phage-infected E. coli with AddAB; E. coli expressing H. pylori AddAB, absorbance growth; inhibition, % at 11.9 µM; 330,000 compounds, 0.29% hits; in the data active means inhibition above about 12%;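 further: 0% = vehicle wells of infected cells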
MOR-DOR ag = agonists of human mu-delta opioid receptor heterodimerization; P35372+P41143; cells, OPRM1-OPRD1 heterodimerization, luminescence; activation, % at 9.3 µM; 340,000 compounds, 0.3% hits; AID 504326; in the data active means activation above about 18%;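 further: 0% = vehicle-treated cells and 100% = reference agonist; values of inactives mirror those of a sister screen read the other way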
DSG3 Ab inh = human desmoglein-3 autoantibody binding inhibition; DSG3-coupled beads, scFv-anti-DSG3-GFP binding, flow cytometry; hits give low values; 310,000 compounds, 0.48% hits; P32926; binding (percent of control), % at 10 µM;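 active means binding more than 3 SD below its plate's average and above zero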;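 further: hits lower antibody fragment binding to DSG3; some compounds called inactive have numbers as strong as hits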
Starred values were filed as active, the others as inactive; nt = not tested or not shown.

The opening four compounds, to show the layout:
SMILES	PfHsp90 set2	Ecoli viability	HTR5A inv ag	OPRM1-OPRD1 inv	PKA-R1A act	Mot1-301 SUMO	HTR5A ag ctr	phage Ecoli inh	AddAB inh	MOR-DOR ag	DSG3 Ab inh
O=[N+]([O-])c1ccccc1S(=O)(=O)Oc1ccc(/C=N/n2cnnc2)cc1	10	0.3	10	-17	-18	-12	4	3.1	6.0	3.1	125
CCCSc1nc(=S)n(Cc2ccccc2)c(C)c1C(C)=O	6	-1.6	-12	-10	-5	17	4	4.0	0.7	1.4	107
COCCNc1cc(-c2ccccc2)nc2cc(-c3cccc(F)c3)nn12	-1	-0.2	-12	-15	2	-6	3	-1.0	-0.2	3.1	124
O=c1[nH]c(/C(Cl)=C/c2cccc(C(F)(F)F)c2)nc2cc(Cl)ccc12	-28	-1.6	-20	1	-1	14	5	1.6	-0.3	-0.3	96

This part in full, repeating the preview:
SMILES	PfHsp90 set2	Ecoli viability	HTR5A inv ag	OPRM1-OPRD1 inv	PKA-R1A act	Mot1-301 SUMO	HTR5A ag ctr	phage Ecoli inh	AddAB inh	MOR-DOR ag	DSG3 Ab inh
O=[N+]([O-])c1ccccc1S(=O)(=O)Oc1ccc(/C=N/n2cnnc2)cc1	10	0.3	10	-17	-18	-12	4	3.1	6.0	3.1	125
CCCSc1nc(=S)n(Cc2ccccc2)c(C)c1C(C)=O	6	-1.6	-12	-10	-5	17	4	4.0	0.7	1.4	107
COCCNc1cc(-c2ccccc2)nc2cc(-c3cccc(F)c3)nn12	-1	-0.2	-12	-15	2	-6	3	-1.0	-0.2	3.1	124
O=c1[nH]c(/C(Cl)=C/c2cccc(C(F)(F)F)c2)nc2cc(Cl)ccc12	-28	-1.6	-20	1	-1	14	5	1.6	-0.3	-0.3	96
CN(C(=O)COC(=O)c1cc(=O)[nH]c2ccccc12)c1ccccc1	-5	0.7	-13	8	-7	-1	3	-0.4	-3.3	-1.9	95
CC(NC(=O)CCC(=O)NC(C)C1COc2ccccc2O1)C1COc2ccccc2O1 (centres undefined)	21	-0.2	13	1	-13	-24	-5	nt	4.3	-0.3	106
Oc1cc(O)c(CN2CCOCC2)cc1CN1CCOCC1	nt	nt	-7	13	-9	nt	2	-1.1	nt	-2.5	90
CCOC(=O)CSc1nnc(Cn2c(=O)sc3ccccc32)n1-c1ccccc1C	4	-1.5	1	3	-9	-13	0	0.1	2.2	-0.6	103
CCC1SC(CC)C(=O)N(CC(=O)Nc2ccc3c(c2)OCO3)C1=O (centres undefined)	6	1.8	1	5	-4	-16	0	4.0	5.0	-1.1	94
Cc1nnsc1C(=O)NNC(=O)c1cccc2ccccc12	13	0.7	6	11	4	-5	-2	-0.2	3.4	-2.3	nt
CSc1nc(N)nc(C2CC2)n1	8	0.1	-14	1	18	-15	-7	2.4	2.0	-0.2	98
O=C1CSC(c2ccc(Cl)cc2)N1C1CCCCC1 (centres undefined)	-2	-0.9	11	4	-7	20	-4	1.9	0.3	-1.0	103
COc1ccc(CNS(=O)(=O)c2ccc3c(c2)CCN3C(=O)C2CCC2)cc1	-11	0.1	2	-1	7	412*	0	-1.6	0.8	0.2	93
C#CCOCCOCCOCCNc1nc(N2CCN(C(=O)C(Cc3cc4ccccc4[nH]3)n3cc(C(N)Cc4ccc(O)cc4)nn3)CC2)nc(N2CCN(C(=O)C(CCC(=O)O)n3cc(C(N)C(C)CC)nn3)CC2)n1 (centres undefined)	23	-3.4	6	15	-1	1	1	0.9	1.0	-2.5	104
O=C(Nc1cccc(S(=O)(=O)N2CCCCC2)c1)C1CC(=O)N(c2ccc3c(c2)OCCO3)C1 (centres undefined)	1	-0.8	4	-4	-12	2	-1	1.7	0.1	1.2	111
CCCC(=O)Nc1ccccc1NC(=O)c1ccc(OCC)c(OCC)c1	1	-1.3	1	0	-8	10	0	4.3	2.4	0.0	105
CC(OC(=O)c1c2c(nc3ccccc13)/C(=C\c1ccc3c(c1)OCO3)CCC2)C(=O)Nc1ccc(S(N)(=O)=O)cc1 (centres undefined)	-6	nt	-3	-42	11	nt	1	nt	nt	7.5	92
CCOC(=O)C1CCCN(C(=O)CCCn2nc(C)n3c(cc4sccc43)c2=O)C1 (centres undefined)	-6	-0.6	-19	7	-7	-4	0	2.0	0.7	-1.3	90
CN1CCN(/N=C/c2ccc(OCc3ccccc3)cc2)CC1	1	1.1	1	-1	5	-19	1	2.2	2.0	0.2	112
O=C(N/N=C/C=C/c1ccccc1[N+](=O)[O-])c1cc(-c2cccnc2)nc2ccccc12	3	-1.3	2	-3	2	1	-1	3.2	0.3	0.7	95
COC(=O)Cc1ccc(NC(=S)NN2CCOCC2)cc1	5	-0.5	-5	3	3	-6	2	2.8	2.0	-0.5	106
CC(C)c1ccccc1NC(=O)COC(=O)/C=C/c1cccc([N+](=O)[O-])c1	-4	-1.5	-13	1	4	96	6	3.7	-0.2	-0.2	105
CC(C)[C@H](NC(=O)C1CCN(S(=O)(=O)c2ccccc2)CC1)C(=O)NCc1ccncc1	-20	-0.3	-5	18	-10	13	1	0.8	2.7	-3.4	nt
Cc1ccc(C(=O)NCc2ccc3c(c2)OCO3)cc1	-1	-2.5	-1	15	3	-2	0	0.4	-0.3	-3.1	120
O=S(=O)(Nc1ccc(-c2ccc3nncn3n2)cc1)c1cc(F)ccc1F	nt	0.5	5	-2	0	-16	2	-2.1	0.3	0.2	102
Cc1ccc(-n2ncc3c(=O)[nH]c(SCC(=O)N4CCC(C)CC4)nc32)cc1C	-1	nt	3	18	-9	nt	-1	3.1	nt	-3.5	98
Cc1csc2c(N3CCN(C(=O)NC(C)(C)C)CC3)ncnc12	-16	-3.3	-42	-13	-3	-11	8	3.8	-0.4	2.5	117
CC(C)(CO)CNC(=O)c1ccc(OC2CCN(C(=O)C3CC3)CC2)cc1	8	0.3	-7	5	2	7	2	2.5	-1.4	-1.0	108
COc1ccc(NC(=O)Cn2cc(C(=O)c3ccco3)c3ccccc32)cc1	2	18*	0	-10	-3	-11	3	18*	16*	1.9	96
CC[C@]12c3[nH]c4ccc(Cl)cc4c3CCN1C(=O)[C@@H](CC(=O)NCc1ccc(OC)c(OC)c1)C[C@@H]2C(=O)N1CCN(C(=O)C2CC2)CC1	-14	-3.2	-6	8	0	nt	2	4.0	-3.0	-1.6	104
C/C(=N\OC(=O)c1ccccc1F)c1nccs1	-9	0.0	3	13	-2	-12	-1	4.5	2.6	-2.9	98
O=C(COC(=O)C1(c2ccccc2F)CCCC1)Nc1ncc(C(F)(F)F)cc1Cl	6	0.5	-8	-38	-23	-8	2	1.3	2.2	6.7	106
CC1CCC(NC(=O)COC(=O)c2cccnc2Cl)CC1 (centres undefined)	9	-1.3	3	22	2	nt	3	1.7	2.6	-6.0	105
Cc1ccc(C)c(N2CCN(C(=O)c3ccc4nsnc4c3)CC2)c1	-11	-1.2	-4	-29	-1	-16	3	1.3	2.0	5.7	nt
O=C(CSc1nc2[nH]ncc2c(=O)n1-c1ccccc1Br)NCc1ccccc1Cl	4	0.9	-14	-5	-5	0	8	4.9	3.5	1.0	105
O=C(O)CC(NC(=O)C(c1ccccc1)c1ccccc1)c1cccc([N+](=O)[O-])c1 (centres undefined)	11	1.1	-5	14	-5	-16	1	5.2	1.5	-2.7	91

Look-ups from the entries so far.
OPRM1-OPRD1 inv, CC(C)(CO)CNC(=O)c1ccc(OC2CCN(C(=O)C3CC3)CC2)cc1 reads 5
Ecoli viability, O=C(CSc1nc2[nH]ncc2c(=O)n1-c1ccccc1Br)NCc1ccccc1Cl reads 0.9
HTR5A ag ctr, COc1ccc(NC(=O)Cn2cc(C(=O)c3ccco3)c3ccccc32)cc1 reads 3
DSG3 Ab inh, O=S(=O)(Nc1ccc(-c2ccc3nncn3n2)cc1)c1cc(F)ccc1F reads 102

(further entries)
SMILES	PfHsp90 set2	Ecoli viability	HTR5A inv ag	OPRM1-OPRD1 inv	PKA-R1A act	Mot1-301 SUMO	HTR5A ag ctr	phage Ecoli inh	AddAB inh	MOR-DOR ag	DSG3 Ab inh
COc1ccc(NC(=O)C2C3C=CC(C3)C2C(=O)NCc2ccccn2)c(OC)c1 (centres undefined)	-18	-0.5	-2	8	5	233	0	2.7	-0.2	-1.4	100
CCOc1nc(C)cc(COC)c1C(N)=O	-30	-0.6	31	1	-2	-9	5	3.0	4.0	-0.2	99
CCOc1ccc(N(CC(=O)N2CCOCC2)S(=O)(=O)c2ccc(Cl)cc2)cc1	-45	-0.9	4	3	-6	203	-1	1.2	2.6	-0.4	nt
O=C(CN1C(=O)NC(c2ccccc2)(c2ccccc2)C1=O)Nc1ccc2[nH]c(=O)[nH]c2c1	-5	0.2	14	14	-13	-2	4	0.9	0.3	-2.7	98
COc1ccc(Cn2nc(C(=O)O)c3ccccc3c2=O)cc1F	-4	-1.6	-17	5	-4	-12	6	0.2	-0.4	-0.7	99
CSCCC(NC(=O)/C(=C\c1ccco1)NC(=O)c1ccco1)C(=O)O (centres undefined)	0	1.3	-10	13	1	1	3	3.1	0.0	-2.8	98
COc1ccccc1CNC(=O)COC(=O)C12CC3CC(CC(O)(C3)C1)C2	-1	-0.2	-5	12	-7	0	2	2.1	1.4	-3.0	nt
COc1cccc(/C=C2\CC(C)Cc3c2nc2ccccc2c3C(=O)O)c1OC (centres undefined)	0	-1.1	10	4	6	-14	-3	1.3	2.2	-0.8	106
COc1ccccc1C(=O)Nc1cc(C)c(OCC(=O)N2CCOCC2)c(C)c1	-19	0.8	10	17	0	-18	3	0.4	-0.1	-3.3	nt
OCc1nc2ccccc2n1/N=C/c1cccs1	-5	-0.5	2	9	-1	107	-5	2.1	5.4	-1.7	100
COc1ccc(NC(=O)C(NC(=O)OC(C)(C)C)C(C)OCc2ccccc2)cc1 (centres undefined)	nt	-4.2	6	-9	-4	nt	-3	1.6	0.0	1.9	106
CC(=O)c1cc(C)c(OCc2cn(CC(=O)c3ccc(O)cc3)nn2)c(C)c1	4	nt	3	20	-1	nt	-1	4.2	nt	-4.4	98
CCCOc1ccc(CCC(=O)N/N=C/c2ccc([N+](=O)[O-])o2)cc1	25	1.1	-16	-37	-5	-7	6	1.0	3.4	7.4	nt
